AMPAR-TARP mod: modulators of GluA2-stargazin AMPA receptor complexes, primary screen, cell-based, membrane potential dye; 40,000 tested, 3.5% active; HEK293 GluA2+stargazin, membrane potential dye (FDSS), glutamate EC50; hits were called plate by plate, in both directions; calls only at 30 µM; Voltage-dependent calcium channel gamma-2 subunit (Mus musculus) + Glutamate receptor 2 …;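 active = any of four per-well response measures lying three or more SD from its plate-wide compound average, in either direction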
AMPAR-TARP mod agonism max-min: second read-out of AMPAR-TARP mod, no call of its own (marks repeat the call); compound max-min signal; compound-alone response (agonism);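 unitless range of fluorescence divided by baseline over first 100 seconds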
AMPAR-TARP mod glutamate slope: also measured in AMPAR-TARP mod; calls as there; glutamate slope, % of max; measured here: glutamate response slope, % max;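 scaled per plate between vehicle wells and maximal 1 mM glutamate control wells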
Starred values were filed as active, the others as inactive; i = inactive; + = active, no number.

mol	AMPAR-TARP mod	AMPAR-TARP mod agonism max-min	AMPAR-TARP mod glutamate slope
Cc1cc(NC(=O)c2ccc3ncsc3c2)n(C(C)C)n1	i	0.094	55.1
CCc1cccc2sc(NC(=O)CS(=O)(=O)Cc3ccccc3)nc12	i	0.108	40.3
O=[N+]([O-])c1ccc(-c2nc(/C=N/O)c3ccccn23)cc1	i	0.0701	51.9
COC(=O)c1ccccc1NC(=O)CSc1nc2sc(C)cc2c(=O)n1Cc1ccco1	i	0.0878	60.5
O=C(CCCS(=O)(=O)c1ccc(Cl)cc1)Nc1nnc(-c2ccc3c(c2)CCCC3)o1	i	0.0853	61.5
CCN1CCN(c2nc3c(c(=O)[nH]c(=O)n3C)n2CCCOc2ccccc2)CC1	+	0.206*	47.0*
COc1ccc(-c2noc(-c3nnn(-c4ccc(Br)cc4F)c3C)n2)cc1	i	0.139	52.4
CN1CCN(C(CNC(=O)C(=O)NC2CCCCC2)c2cccn2C)CC1 (centres undefined)	i	0.0807	52.7
COc1ccc(N2C(=O)CCS2(=O)=O)cc1S(=O)(=O)Nc1ccccc1C(C)C	i	0.0946	66.4
COc1ccc(-c2csc(-n3nc(C)cc3NC(=O)c3ccc(C(F)(F)F)cc3)n2)cc1OC	i	0.0521	35.6
O=C(Nc1ccccc1Cl)N(CCc1ccccc1)Cc1ccccn1	i	0.0814	64.3
CN(C)CCNC(=O)c1nc(-c2cnccn2)no1	i	0.149	80.7
O=C(c1ccc(F)cc1F)N1CCC(c2nnc(-c3ccc(F)cc3)o2)CC1	i	0.0982	46.1
O=C(Nc1ccc2cn[nH]c2c1)C1CN(c2nc3ccccc3s2)C1	i	0.168	85.1
CS(=O)(=O)c1ccccc1C(=O)Nc1nnc(-c2ccc(Br)s2)o1	i	0.0898	42.7
COc1ccc(Cl)cc1Nc1nc2c(c(=O)[nH]c(=O)n2C)n1CC(=O)O	i	0.05	38.6
CCOc1ccc(Cl)cc1S(=O)(=O)Nc1ccc2cn[nH]c2c1	i	0.152	58.3
COCCNC(=O)Cn1nc2c(c1NC(=O)C(C)Oc1ccccc1)CSC2 (centres undefined)	i	0.0849	58.3
Cc1ccc([N+](=O)[O-])cc1S(=O)(=O)N1CCC(C(N)=O)CC1	i	0.115	67.4
O=C(CCS(=O)(=O)c1ccc(F)cc1)Nc1nnc(-c2ccc3c(c2)CCCC3)o1	i	0.0389	60.1
CCOCCn1c(=O)c2c(nc3n2CC(C)CN3c2cc(C)cc(C)c2)n(C)c1=O (centres undefined)	i	0.107	57.4
CCOC(=O)c1ccc(NC(=O)Cn2nc(C(=O)N3CCOCC3)cc2C)cc1	i	0.0846	58.6
O=c1nc(SCc2c(F)cccc2Cl)c2c(n1CCO)CCCC2	i	0.0337	60.5
CN1CCN(NC(=O)C(=O)NCCC2=CCCCC2)CC1	i	0.132	49.4
Cc1ccc(CN2C(=O)NC3(CCN(C(=O)c4cccc(Cl)c4)CC3)C2=O)cc1	i	0.0956	28.3
COc1cccc2cc(C(=O)NCC(c3ccc(F)cc3)N3CCN(C)CC3)oc12 (centres undefined)	i	0.0615	54.1
COC(CNC(=O)C(=O)Nc1c2c(nn1-c1ccc(Cl)cc1)CS(=O)(=O)C2)OC	i	0.052	83.8
Cc1noc(C2CN(C(=O)C3CC(=O)N(c4cccc(Br)c4)C3)C2)n1 (centres undefined)	i	0.136	75.3
CCOc1ccc(-c2ccc(=O)n(CCNS(=O)(=O)c3ccc4c(c3)CCCC4)n2)cc1	i	0.054	78.7
O=C(Nc1nc2ccc(Cl)cc2s1)C1CCCN(c2ccc(-n3ccnc3)nn2)C1 (centres undefined)	i	0.0719	59.4

(continued)
mol	AMPAR-TARP mod	AMPAR-TARP mod agonism max-min	AMPAR-TARP mod glutamate slope
Cc1cccc(NC(=O)CSc2ccc(NC(=O)C(C)C)nn2)c1C	i	0.103	44.6
O=C(NCCCc1ccccc1)N1CC(c2nc(-c3cccnc3)no2)C1	i	0.0485	42.6
Cc1cnc2c(c1SCC(=O)N1CCC(Cc3ccccc3)CC1)c(=O)n(C)c(=O)n2C	i	0.0287	57.1
COc1ccc2c(c1)CCN(C(=O)c1cc(-c3ccco3)n(C3CCS(=O)(=O)C3)n1)C2 (centres undefined)	i	0.11	50.4
O=S(=O)(c1ccccc1)c1nc(-c2cccs2)oc1NCCN1CCOCC1	i	0.0998	56.8
Cc1cc(C)cc(N2CC(C)Cn3c2nc2c3c(=O)n(CC(N)=O)c(=O)n2C)c1 (centres undefined)	i	0.095	57.2
Cc1nn(C2CCS(=O)(=O)C2)c2nc(-c3ccc(F)cc3)cc(C(=O)Nc3ccccc3F)c12 (centres undefined)	i	0.107	61.7
CS(=O)(=O)c1ccc(NC(=S)N2CCC(Cc3ccccc3)CC2)cc1	i	0.0824	58.0
O=C(NCCCN1CCOCC1)C(=O)Nc1c2c(nn1-c1ccccc1)CS(=O)(=O)C2	i	0.132	57.5
Cc1cc(C(=O)N2CCN(C)CC2)nn1CC(=O)N(Cc1ccccc1)c1ccccc1	i	0.0786	64.9
COc1ccc(Cl)cc1C(=O)Nc1nnc(C2CCCCC2)o1	i	0.0673	65.8
COc1ccccc1NC(=O)Cn1cnc(-c2cccs2)cc1=O	i	0.119	57.8
CC(=O)Cn1c(=O)c2c(nc3n(C4CCCC4)c(C)cn23)n(C)c1=O	i	0.0928	63.5
Cc1cc(C)c2sc(N(CCCN(C)C)C(=O)c3ccn(C)n3)nc2c1	+	0.263*	42.6*
COc1ccc(CC(=O)N2CCN(c3ncnc4c3nnn4-c3cccc(OC)c3)CC2)cc1	i	0.0547	44.2
COc1ccc(C(=O)NC2CC(=O)N(c3ccc(C)cc3)C2)c(OC)c1 (centres undefined)	i	0.0993	51.1
Cc1ccc(N2CC(C(=O)Nc3ccccc3Cl)CC2=O)cc1 (centres undefined)	i	0.0858	38.3
CCOC(=O)C1CCCN(S(=O)(=O)c2cccs2)C1 (centres undefined)	i	0.0208	35.3
COc1ccc(S(=O)(=O)CC(=O)Nc2nc3c(s2)CCc2ccccc2-3)cc1	i	0.0311	33.3
COc1ccc(SCCC(=O)Nc2nc3ccc4sc(C)nc4c3s2)cc1	i	0.148	52.4
COc1ccc(C(=O)Nc2cc(C)nn2-c2ccccc2)cc1	i	0.0377	46.2
CCS(=O)(=O)N1CCCc2cc(NC(=O)NCc3ccc(OC)c(OC)c3)ccc21	i	0.111	53.9
COc1cc([N+](=O)[O-])ccc1NC(=O)C(C)N1C(=O)c2ccccc2S1(=O)=O (centres undefined)	i	0.157	59.3
COc1cc(OC)cc(C(=O)Nc2cccc(-c3cn4nc(OC)ccc4n3)c2)c1	i	0.0161	14.7
CCOC(=O)C1=C(CCl)NC(=O)NC1c1ccccc1O (centres undefined)	i	0.121	69.9
Cc1ccccc1-c1ccc(N2CCC(C(=O)N3CCc4ccccc43)CC2)nn1	i	0.145	58.0
COc1ccc(-c2cn3cccnc3n2)cc1NC(=O)c1c(-c2ccccc2Cl)noc1C	i	0.0598	28.0
COc1ccccc1-c1ccc(N2CCN(C(=O)c3ccccc3Cl)CC2)nn1	i	0.0357	8.2
CCOCCn1c(N2CCCCCC2)nc2c1c(=O)[nH]c(=O)n2C	i	0.0755	54.7
COc1ccc(Cl)cc1N1CC(c2nc(-c3ccccc3C)no2)CC1=O (centres undefined)	i	0.118	63.7

Other results follow:
mol	AMPAR-TARP mod	AMPAR-TARP mod agonism max-min	AMPAR-TARP mod glutamate slope
Cc1cccc(C(=O)NCCOc2ccc(-c3ccco3)nn2)c1	i	0.0378	56.7
Cc1ccsc1C(O)CNS(=O)(=O)Cc1ccc(F)cc1 (centres undefined)	i	0.105	46.5
O=C(Nc1cccs1)N1CCC(c2nnc(-c3ccc(F)cc3)o2)CC1	i	0.0749	64.6
COc1cn(CC(=O)Nc2ccc(Cl)cc2)c(CSc2nnnn2C)cc1=O	i	0.0401	36.9
Cc1ccc(OCCCC(=O)O)c(C)c1	i	0.0415	46.6
COc1ccc(CNC(=O)C(=O)Nc2ccc(Cl)c(N3CCCS3(=O)=O)c2)cc1	i	0.107	89.5
COc1cccc(-n2nnc3c(N4CCN(C(=O)c5cccc6ccccc56)CC4)ncnc32)c1	i	0.0967	53.1
O=C(NCc1ccsc1)c1ccc(F)cc1	i	0.104	37.2
Cc1nc(C)c(-c2ccc(OCCNC(=O)c3cccn(C)c3=O)nn2)s1	i	0.0853	59.0
C=CCc1c(C)nc2c(-c3ccccc3)cnn2c1NCCN(C)C	i	0.151	40.9
CCN(C(=O)CCc1sc(C)nc1-c1cccs1)C1CCS(=O)(=O)C1 (centres undefined)	i	0.0946	57.9
CC(=O)c1ccc(NC(=O)Cn2c(=O)c3c(N4CCN(C(C)=O)CC4)ccnc3n(C)c2=O)cc1	i	0.101	76.6
CCOc1ccc(-c2nc(NC(=O)c3ccn(C)n3)sc2C)cc1	i	0.115	50.3
CCOc1ccc(-n2nnnc2CN2CCN(C(=O)CC3CCCCC3)CC2)cc1	i	0.0339	58.8
O=C(NCc1cccs1)C(=O)Nc1nccs1	i	0.0916	67.5
COc1ccc2c(=O)c(Oc3ccc(C(=O)NC4CCCC4)cc3)c(C)oc2c1	i	0.0375	24.5
COc1ccc(OC)c(/C=C2\Oc3cc(O)ccc3C2=O)c1	i	0.109	60.4
Cc1ccc(S(=O)(=O)N(C)c2ccc(OCC(=O)Nc3ccccc3Cl)cc2)cc1	i	0.0838	77.2
CNC(=O)C(=O)Nc1ccc(C)c(N2CCCC2=O)c1	i	0.047	56.3
Cn1nnc2c(N3CCN(CC(=O)NCc4ccccc4)CC3)ncnc21	i	0.0606	39.5
CN1CCN(c2ccc(NC(=O)c3ccc(Br)o3)cc2)CC1	i	0.043	49.8
O=CN1CCN(S(=O)(=O)CCCOc2ccc3c(c2)OCO3)CC1	i	0.0772	62.6
COc1cc(N2CCN(C(=O)c3ccc(C(F)(F)F)cc3)CC2)nc(OC)n1	i	0.0969	54.8
COc1cc(/C=C/C(=O)Nc2nncs2)cc(OC)c1OC	+	0.204*	66.6*
COc1ccc(CC(=O)Nc2ccc(Nc3cc(-n4ccnc4)ncn3)cc2)cc1	i	0.0857	58.4
COc1ccc(NC(=O)CSC2=NC(C)(C)Nc3ccccc32)cc1Cl	i	0.146	71.8
CCC1CCCCN1C(=O)c1cc2c(=O)n3cccc(C)c3nc2n1Cc1ccccc1 (centres undefined)	i	0.112	60.8
O=c1nc(SCc2ccc([N+](=O)[O-])cc2)c2c(n1CCO)CCC2	i	0.0552	52.5
CC(=O)N1CCc2ccc(NC(=O)c3ccc(F)c(F)c3)cc21	i	0.151	55.3
O=C(CN1C(=O)CCC1=O)NCC(O)c1cccc2ccccc12 (centres undefined)	i	0.127	67.0

A draw from above in order of heavy-atom count, highest first:
mol	AMPAR-TARP mod	AMPAR-TARP mod agonism max-min	AMPAR-TARP mod glutamate slope
Cc1ccc(S(=O)(=O)N(C)c2ccc(OCC(=O)Nc3ccccc3Cl)cc2)cc1	i	0.0838	77.2
C=CCc1c(C)nc2c(-c3ccccc3)cnn2c1NCCN(C)C	i	0.151	40.9
CCOc1ccc(-c2nc(NC(=O)c3ccn(C)n3)sc2C)cc1	i	0.115	50.3
COc1cc(/C=C/C(=O)Nc2nncs2)cc(OC)c1OC	+	0.204*	66.6*
CNC(=O)C(=O)Nc1ccc(C)c(N2CCCC2=O)c1	i	0.047	56.3
O=C(NCc1ccsc1)c1ccc(F)cc1	i	0.104	37.2
Cc1ccc(OCCCC(=O)O)c(C)c1	i	0.0415	46.6

Continued:
mol	AMPAR-TARP mod	AMPAR-TARP mod agonism max-min	AMPAR-TARP mod glutamate slope
COc1ccc(NC(=O)c2cccc(OC)c2OC)cc1N1CCCCC1=O	i	0.047	35.4
Cn1nnc2c(N3CCN(C(=O)C4c5ccccc5Oc5ccccc54)CC3)ncnc21	i	0.0694	28.0
Cn1cccc(C(=O)N2CCCC(c3nn(C)c(=O)n3-c3ccccc3)C2)c1=O (centres undefined)	i	0.114	50.2
O=[N+]([O-])c1ccc(S(=O)(=O)NCCOc2ccc(-c3cccs3)nn2)cc1	i	0.0309	63.1
CCOc1ccc(S(=O)(=O)NCC(O)c2ccsc2)cc1F (centres undefined)	i	0.128	69.0
COc1ccc(C)cc1Nc1nnc(Cc2ccc(C)cc2)c(=O)[nH]1	i	0.0738	50.3
CCOc1ccc(N2C(=S)NC3CC2(C)Oc2ccc(C(=O)OC)cc23)cc1 (centres undefined)	i	0.096	48.7
COc1ccc(CNC(=O)Cn2cnc(-c3ccccc3)cc2=O)cc1	i	0.0824	44.9
COc1cccc(CNC(=O)C(=O)Nc2ccc(N3CCCCS3(=O)=O)cc2)c1	i	0.111	69.0
COC(=O)c1c(NC(=O)c2cc(C)no2)sc2c1CCCC2	i	0.0556	28.5

Some of the compounds tested. The share of hits here may be higher or lower than overall.
